Compound activity from PubChem.
All columns: NCI-60 one-dose screen, growth in % after 48 h at 10 µM unless noted; 100 = growth as untreated, 0 = no growth, -100 = all killed.
SK-MEL-5: SK-MEL-5 melanoma; hit rate 6.4% among 80,000
UACC-62: UACC-62 melanoma. hit rate 5.4% among 81,000. AID 1794756
A549/ATCC: A549/ATCC NSCLC; AID 1794740; hit rate 3.7% among 81,000
EKVX: EKVX NSCLC; hit rate 3% among 71,000; AID 1794765
HOP-92: HOP-92 NSCLC cells | hit rate 6.3% among 71,000 | AID 1794738
UACC-257: UACC-257 melanoma; hit rate 4.4% among 78,000
SK-MEL-28: SK-MEL-28 melanoma. hit rate 4.1% among 81,000. AID 1794761
M14: M14 melanoma; hit rate 6.2% among 80,000; AID 1794745
An asterisk follows results filed as active; . = no result given; & = joins results of further samples. The calls were made as follows: active = growth percent below 10; inactive = the rest.

SMILES | SK-MEL-5 | UACC-62 | A549/ATCC | EKVX | HOP-92 | UACC-257 | SK-MEL-28 | M14
COc1ccc2sc(NC(=O)CCCCCCNC(=O)C(O)(O)C(F)(F)F)nc2c1 | -82* | -65* | 2.4* | 23 | -13* | 12 | 1.5* | 13
O=C1NN(c2ccccc2)C(c2ccc3c(c2)OCO3)N2CCC[C@@H]12 (stereo partly drawn) | 106 | 92 | 98 | 102 | 107 | 99 | 111 | 97
Cc1ccc(C(=O)c2ccc(CC(=O)NN3C(=O)C=CC3=O)n2C)cc1 | 100 | 93 | 99 | 96 | 94 | 98 | 101 | 99
Cc1ccc2c3c(cccc13)-c1ccccc1C2=O | 91 | 91 | 82 | 68 | 108 | 101 | 121 | 99
Cn1cc(/C=c2\sc3nc4ccccc4n3c2=O)c2ccccc21 | 81 | 55 | 91 | 69 | 60 | 77 | 75 | 84
O=C(Nc1ccc(F)cc1F)c1cc(Br)ccc1O | . | -20* | 5.8* | 8.3* | -26* | -15* | 17 | 7.3*
CC(C)(O)c1cccc(I)c1 | 102 | 101 | . | 101 | 88 | . | 118 | 104
CNC(=O)c1ccccc1CC1(O)c2ccccc2Oc2ccccc21 | 42 | 44 | 42 | . | . | 58 | 64 | 42
CCCCC[n+]1ccc(SCC(=O)N2CCCc3ccccc32)c2ccccc21 | . | 94 | 108 | 107 | 121 | 112 | 112 | .
Cc1ccc(CC(=O)O)cc1 | 105 | 96 | 90 | 115 | 78 | 101 | 102 | 100
C[C@@H]1C(=O)C23CCC1C[C@@]21O[C@@H]2C(C)(C)C=CC(=O)C23COC1=O | 106 | . | 77 | . | 107 | 95 | 114 | 99
CC1NC(=S)NC(c2cccs2)=C1C(=O)/C=C/N(C)C (stereo not drawn) | 97 | 95 | 72 | 96 | 33 | 93 | 104 | 79
CC1NC(=S)NC(=O)/C1=C/c1cc(=O)oc2c1ccc1ccccc12 (stereo not drawn) | 97 | 99 | 81 | 89 | 76 | 81 | 115 | 95
Cc1ccc(/C=C/C(=O)c2cccc(OCCCCOc3cccc(C(=O)/C=C/c4ccc(C)cc4)c3)c2)cc1 | 100 | 91 | 98 | 98 | 90 | 95 | 102 | 92
C=C1C(=O)O[C@H]2[C@H]1CC/C(COC(=O)NCc1ccc(Cn3c(=O)sn(CCCCl)c3=O)cc1)=C\CC[C@@]1(C)O[C@@H]21 | 42 | 27 | 91 | 57 | -54* | 10 | 28 | 5.4*
COc1ccc(-c2ccc(NNC(=O)c3ccc(F)cc3)nn2)cc1OC | 72 | 89 | 72 | 40 | 8.5* | 102 | 101 | 100
Cc1nc(-c2cc3ccccc3oc2=O)ccc1C(=O)/C=C/c1ccc(Cl)c(Cl)c1 | 105 | 100 | 107 | 92 | 95 | 120 | 106 | 107
Cc1ccc(C2OCC3(C)C(CCC4(C)C5CC(C6=CCOC6=O)OC5(C)CCC34)O2)cc1 (stereo not drawn) | 56 | 71 | 87 | 63 | 92 | 89 | 106 | 90
NS(=O)(=O)c1ccc(-n2c(-c3ccc(Cl)cc3)nc(/C=C3\C=Nc4ccccc43)c2O)cc1 | 93 | 80 | 93 | 108 | 110 | 96 | 102 | 96
C=C1C(=O)O[C@H]2[C@H]1CC/C(CNC(=O)C(C)c1ccc(CC(C)C)cc1)=C\CC[C@@]1(C)O[C@@H]21 (stereo partly drawn) | 61 | -27* | 42 | 0.0* | -19* | -11* | -77* | -74*
CCN(CC)C(=O)c1ccc([N+](=O)[O-])cc1 | 108 | 103 | 98 | . | 102 | 102 | 103 | 101
COc1ccc(Cn2c(SC)nc(=O)n(Cc3ccc(F)cc3)c2=O)cc1 | 106 | 88 | 92 | . | . | 109 | 104 | 100
Cc1ccc2[nH]c(=O)cc(N/N=C3\SCC(=O)N3c3ccccc3)c2c1 | 94 | 85 | 93 | 85 | 70 | 94 | 106 | 100
N#Cc1c(-c2ccc(Cl)cc2)nc2c(c(-c3ccccc3)nn2-c2ccccc2)c1-c1ccc(N2CCOCC2)cc1 | 102 | 94 | 102 | 97 | 103 | 100 | 106 | 101
CC(COc1ccc(Cl)cc1Cl)OC(=O)COc1ccc(Cl)cc1Cl (stereo not drawn) | 125 | 95 | 98 | 84 | 69 | 125 | 128 | 101
O=C(O)CC(C(=O)O)N1C(=O)CSC1=S (stereo not drawn) | 101 | 97 | 95 | 89 | 82 | 95 | 104 | 96
CCCCCCOc1ccc(NC2=C(SCCc3ccccc3)C(=O)c3ccccc3C2=O)cc1 | 59 | 56 | 111 | 87 | 101 | . | 84 | 85
N#C/C(=C/c1ccccc1)c1ccccc1 | 110 | 106 | 93 | 112 | . | 103 | 122 | 116
O=C(O)Cc1ccc(F)cc1 | 107 | 102 | 102 | . | 88 | 104 | 114 | 101
O=C(CCC(=O)OCCOc1ccccc1)OCCOc1ccccc1 | 102 | 99 | 97 | . | 87 | . | 103 | 114
COC(=O)/C=C/C(N)=O | 96 | 98 | 100 | 105 | 95 | 113 | 108 | 94
CC(=O)Nc1ccc(N=Nc2ccccc2)cc1[N+](=O)[O-] | 92 | 82 | 90 | 86 | 85 | 109 | 119 | 113
C/C(=N\O)c1ccc(OCC(=O)Nc2nc(-c3ccccc3)cs2)cc1 | 101 | 98 | 103 | . | 98 | 96 | 119 | 103
C/C=C(\C)C(C(=O)NC1CCCCC1)N(C(=O)C1CCc2cc(F)ccc2O1)c1ccc([N+](=O)[O-])cc1 (stereo not drawn) | 42 | 70 | 79 | 84 | 93 | 93 | . | 82
CC1=CC[C@H]2C(C)=CC[C@@H](C(C)C)[C@@H]2C1 | 106 | 105 | 104 | 107 | . | 109 | 114 | 104
CCCCCCCCOc1cc(/C=N/Nc2cc(C)nc3ccc(Br)cc23)cc(OCCCCCCCC)c1OCCCCCCCC | 108 | 103 | 108 | 106 | 113 | 99 | 113 | 100
COC(OC)C(C)c1ccccc1 (stereo not drawn) | 102 | 97 | 99 | 96 | 116 | 108 | 108 | 94
N#Cc1cc(Cl)c2c(c1)CN(c1ncc(Cc3cccc(C(N)=O)c3)s1)CC2 | 43 | 53 | 52 | 62 | 31 | 60 | 93 | 68
C=CCn1cc(/C=C2\C(=O)N(c3cccc(Cl)c3)N=C2C)c2ccccc21 | 86 | 70 | 104 | 54 | 73 | 89 | 97 | 96
Cn1c(=O)[nH]c(=O)c2nc(CC(=Nc3ccc(F)cc3)c3ccccc3)c(=O)[nH]c21 | 97 | 95 | 100 | 101 | 75 | 100 | 99 | 104
N#CC1(Nc2ccc(C(=O)O)cc2)CCCC1 | 103 | 102 | 99 | 103 | 105 | 101 | 111 | 114
Cc1c(/C=C(\C#N)C(=O)Nc2c(C)n(C)n(-c3ccccc3)c2=O)c(=O)n2c([nH]c3ccccc32)c1C#N | 102 | 95 | 99 | 97 | 103 | 106 | 97 | 103
O=c1c2ccccc2ncn1-c1ccc(F)cc1 | 104 | 92 | 104 | 98 | 75 | 103 | 111 | 102
COc1ccc(C(=O)NNC(=O)c2cccc3ccccc23)cc1 | 105 | 104 | 98 | 110 | 105 | 107 | 109 | 110
CNC(=O)c1cc(Oc2ccc(NC(=O)Nc3ccc(Cl)c(SC)c3)c(F)c2)ccn1 | . | 28 | 40 | 32 | 49 | 28 | 57 | 30
COc1cc([N+](=O)[O-])c(OC)cc1Cl | 107 | 99 | 103 | 106 | . | 110 | 114 | 101
Cc1ccc(S(=O)(=O)O/N=C2/CCSc3ccccc32)cc1 | 94 | 89 | 101 | 94 | 84 | 104 | 100 | 75
O=c1ccc(=O)n(-c2nc(O)c(N=Nc3ccccc3)s2)[nH]1 | 97 | 90 | 101 | 97 | 95 | 108 | 103 | 106
Cc1cccc(NC(=O)CN2CCN(c3cc(=O)n(-c4ccccc4)c4ccccc34)CC2)c1 | 40 | 63 | 75 | 69 | 69 | 66 | 99 | 82
C#CCOc1cc(N(CC)CC)ccc1C(C(=O)NC(C)(C)C)N(C(=O)C1CCc2cc(F)ccc2O1)c1ccc(F)cc1 (stereo not drawn) | 34 | 36 | 40 | 38 | 40 | 40 | 67 | 46
CCOC(=O)NC(N)=O | 101&101 | 103 | 107&104 | . | 102 | 97&94 | 108&112 | 101&101
CC(=O)Nc1ccc(Sc2ccc(NC(C)=O)cc2)cc1 | 105 | 96 | 80 | 96 | 83 | 94 | 102 | 98
NC(=O)CC(NC(=O)c1ccccc1)C(=O)O (stereo not drawn) | 104 | 107 | 102 | . | . | 95 | 102 | 104
CCOC(=O)/C=C(\C)OCC | 99 | 97 | 99 | 79 | 91 | 104 | 106 | .
CCc1c2c(nc3ccc(OC(=O)NCc4ccc(B5OC(C)(C)C(C)(C)O5)cc4)cc13)-c1cc3c(c(=O)n1C2)COC(=O)[C@]3(O)CC | -87* | -80* | 4.6* | 35 | 8.0* | -44* | 3.3* | -16*
COc1cccc(C(=O)NNc2nc(-c3ccccc3)nc3ccccc23)c1 | 75 | 88 | 71 | 90 | 123 | 113 | 86 | 86
OC(Cc1ccc2ccccc2n1)C(Cl)(Cl)Cl (stereo not drawn) | 99 | 90 | 95 | 101 | 94 | 100 | 87 | 94
CCN(N=O)c1ccc(/C=C2/C=Cc3ccccc32)cc1 | 101 | 74 | 88 | 82 | . | 106 | 109 | 104
Cc1ccc2oc(=O)cc(-c3c(C#N)c(N)n4nc(N)c(C#N)c4c3C#N)c2c1 | 102 | 91 | 94 | 97 | 89 | 108 | 106 | 103
CCOC(=O)CCSC1=C(C)C(=O)c2ccccc2C1=O | 98 | 95 | 106 | 97 | 32 | 97 | 116 | 100

Compound profiles, as listed above:
Listed for CCCCCCOc1ccc(NC2=C(SCCc3ccccc3)C(=O)c3ccccc3C2=O)cc1 : SK-MEL-5: 59; UACC-62: 56; A549/ATCC: 111; EKVX: 87; HOP-92: 101; UACC-257: .; SK-MEL-28: 84; M14: 85
Listed for C/C=C(\C)C(C(=O)NC1CCCCC1)N(C(=O)C1CCc2cc(F)ccc2O1)c1ccc([N+](=O)[O-])cc1 (stereo not drawn) : SK-MEL-5: 42; UACC-62: 70; A549/ATCC: 79; EKVX: 84; HOP-92: 93; UACC-257: 93; SK-MEL-28: .; M14: 82
Listed for COc1ccc(-c2ccc(NNC(=O)c3ccc(F)cc3)nn2)cc1OC : SK-MEL-5: 72; UACC-62: 89; A549/ATCC: 72; EKVX: 40; HOP-92: 8.5*; UACC-257: 102; SK-MEL-28: 101; M14: 100

Next structures:
SMILES | SK-MEL-5 | UACC-62 | A549/ATCC | EKVX | HOP-92 | UACC-257 | SK-MEL-28 | M14
COc1cc(NC(=O)C(C)Sc2nc3ccccc3c(=O)n2CCc2ccc(S(N)(=O)=O)cc2)cc(OC)c1OC (stereo not drawn) | 99 | 104 | 93 | 106 | 88 | 106 | 112 | 109
Cc1cc2c(cc1C)NC(C)CC(=O)N2 (stereo not drawn) | 89 | 115 | 132 | 97 | 82 | 135 | 101 | 79
CCOc1ccc(-c2c(C#N)c(-c3ccc(Br)cc3)nc3n[nH]c(-c4ccc(Br)cc4)c23)cc1OC | 46 | 75 | 70 | 33 | 50 | 72 | 76 | 71
CCn1cc(C(=O)O)c(=O)c2cc(F)c(N3CCN(CC(=O)Nc4ccc(Cl)cc4)C(C)C3)c(F)c21 (stereo not drawn) | 84 | 59 | 94 | 97 | 91 | 102 | 94 | 98
c1ccc(COc2ccc(Nc3ncnc4c3cnn4-c3ccccc3)cc2)cc1 | 94 | 93 | 104 | . | 99 | 121 | 96 | 101
NC1=NC(c2ccccc2)c2c(n[nH]c2N)N1 (stereo not drawn) | 103 | 97 | 91 | 113 | . | 106 | 111 | 108
Cc1ccc(C(=O)Nc2c(C)cccc2C)cc1 | 101 | 87 | 100 | 92 | 105 | 96 | 107 | 107
COc1ccc(/C=C/C(=O)c2cc(OC)c(OC)c(OC)c2)cc1OCC(=O)Nc1nc2ccc(OC(F)(F)F)cc2s1 | 2.1* | 60 | 15 | 62 | 55 | 69 | 36 | 1.1*
N#CC1C(=O)Nc2cccnc21 (stereo not drawn) | 103 | 102 | 103 | . | 94 | 115 | 113 | 103
CC(C)NC(=O)N/C=C(\C#N)C(N)=O | 101 | 101 | 111 | 97 | 97 | . | 100 | 95
CCCC(CCC(=O)O)(CCC(=O)O)[N+](=O)[O-] | 104 | 102 | 84 | 99 | 97 | 89 | 108 | 100
C=CC1CCCCC1=O (stereo not drawn) | 106 | 108 | 95 | 96 | 91 | 114 | 107 | 97
CCOC(=O)Nc1ccc(F)cc1 | 100 | 94 | 99 | 96 | 87 | 102 | 103 | 101
COc1ccc(C2=Nc3c/c(=C\c4c(O)[nH]c5cc(Cl)ccc45)ccc3=N2)cc1 | 61 | 67 | 75 | 81 | 78 | 75 | 47 | 50
O=C(CCc1ccco1)CCc1ccco1 | . | 92 | 89 | 114 | 110 | 96 | 106 | 97
Cc1c(C(N)=O)sc2c1c(=O)n(Cc1ccccc1)c1nnc(SCC(=O)NCc3ccccc3)n21 | 100 | 86 | 62 | 85 | . | 116 | . | 91
CCOC(=O)c1cnc2cc(Cl)cc(Cl)c2c1Nc1cccc(S(N)(=O)=O)c1 | 101 | 99 | 98 | 106 | 117 | 112 | 112 | 40
C=C(C)[C@@H]1CC[C@]2(C)[C@H](CC=C3[C@@H]4[C@@H](C)[C@H](C)CC[C@]4(C(=O)OC)CC[C@]32C)[C@@]1(C)CC/C(N)=N/O | 82 | 66 | 69 | 65 | . | 88 | 83 | 76
COc1ccc(Cn2c(NCCN)nc(=O)n(Cc3ccc(F)cc3)c2=O)cc1 | 98 | 95 | 107 | . | . | 105 | 104 | 98
O=C(Nc1ncc(Cc2cc(Cl)ccc2Cl)s1)C1CCCCC1 | 98 | 71 | 89 | 87 | 81 | 96 | 94 | 94
